# Dengue virus CPE: Dengue virus cytopathic effect inhibitors, cell-based, CPE readout, HTS (AID 540333); Dengue virus CPE inhibition in host cells; stronger effect = higher value; CPE inhibition, % at 20 µM; actives 3.1% (n = 10,000); in the data active means CPE inhibition mostly above about 9.1%, no sharp cut-off; inactive means mostly below about 7.2%
# An asterisk follows results filed as active; i = inactive.
SMILES,Dengue virus CPE
O=C(NCCCN1CCOCC1)c1cccnc1,0.1
Cc1ccc(-n2c(SCC(=O)Nc3ncc(Cl)cc3Cl)nc3ccccc32)cc1,15*
Cc1ccc(-n2c(=S)[nH]c3c(oc4ccccc43)c2=O)cc1C,i
Cc1ccccc1OCCC(=O)Nc1cccc(S(=O)(=O)Nc2ccccc2Cl)c1,1.3
C/C(=N\NC(=O)c1cccs1)C(C)(C)C,i
Cc1ccc(-n2ncc3c(NNC(=O)Cc4ccccc4)ncnc32)cc1,i
CCOC(=O)Cc1csc(NC(=S)NC(=O)c2ccccc2Br)n1,1.0
O=C(CC1(O)C(=O)Nc2ccccc21)c1cccc(Br)c1 (stereo not drawn),i
CCn1c2ccccc2c2cc(NC(=O)COc3ccccc3)ccc21,6.5
CC(NC(=O)COc1ncnc2cc([N+](=O)[O-])ccc12)c1ccccc1 (stereo not drawn),i
Cc1ccnc(NC(=O)COc2c(C)cc(C)cc2[N+](=O)[O-])c1,0.2
CC(C)c1ccc(OCC(=O)NCCO)cc1,1.0
O=C(CN1C(=O)c2ccccc2C1=O)Nc1cccc(S(=O)(=O)Nc2ccccc2Cl)c1,i
Cc1cc(C)n(C(=O)COc2ccc([N+](=O)[O-])cc2)n1,1.1
CCOC(=O)/C(=C/c1ccccc1)NC(=O)c1ccco1,0.2
N#C/C(=C/c1ccc(-c2ccccc2)o1)c1nc(-c2cccs2)cs1,3.4
Cc1ccc(NC(=O)CSc2nc(N)c3c4c(sc3n2)CSC(C)(C)C4)cc1,16*
CCCCOc1ccc(-c2nc(/C=N/c3nccs3)c(O)o2)cc1,i
CSc1nnc(SCC2=NNC(=O)SC2)s1,1.1
Cc1cc(C=C2C(=O)CCCC2=O)c(C)n1-c1ccccc1,1.8
COc1cccc(-c2c(-c3cc(OC)cc(OC)c3)n(C)c3ccc(Br)cc23)c1,1.3
CN(CCCCCC(=O)/C=N/O)Cc1ccccc1,i
O=C(CN1CCN(Cc2ccc(Cl)cc2)CC1)N/N=C/c1c[nH]c2ccccc12,6.5
C[C@H](CO)N1C[C@H](C)[C@H](CN(C)Cc2ccncc2)Oc2ccc(NC(=O)Nc3ccc(C(F)(F)F)cc3)cc2CC1=O,i
O=C(NNC(=O)C1CC2CCC1C2)c1ccccc1 (stereo not drawn),i
COc1ccccc1NC(=S)N/N=C/c1ccc(O)cc1,6.0
N#C/C(=C\C1=C(N2CCOCC2)C(=C/c2cccc([N+](=O)[O-])c2)/CC1)C(=O)Nc1ccccc1F,0.9
CCOC(=O)C(=Nc1ccc(Cl)cc1)NO,0.2
O=C(NCC1CCCO1)c1onc(CSc2cccc3ccccc23)c1C(=O)O (stereo not drawn),0.4
C/C(=C\c1ccccc1)C(=O)N1CCN(c2cccc(C(F)(F)F)c2)CC1,1.7
COC(=O)N/N=C/c1ccccc1OCc1ccccc1,0.8
O=C(CNC(=O)c1ccc2c(c1)OCCO2)N/N=C/c1ccc(O)cc1O,i
CCOC(=O)C1CCN(C(=O)/C=C/c2cc(OC)c(OC)c(OC)c2)CC1,0.1
N#CC(C#N)=Cc1cc2ccccc2nc1N1CCOCC1,1.3
CCCCC(CC)C(=O)Nc1ccc(Nc2ccccc2)cc1 (stereo not drawn),i
O=C(O)c1cc(-c2ccccc2)nn1CC1CC(c2cccnc2)=NO1 (stereo not drawn),i

# Laid out differently: 4 of the compounds above.
molecule: C/C(=C\c1ccccc1)C(=O)N1CCN(c2cccc(C(F)(F)F)c2)CC1
- Dengue virus CPE: 1.7

molecule: COC(=O)N/N=C/c1ccccc1OCc1ccccc1
- Dengue virus CPE: 0.8

molecule: O=C(CNC(=O)c1ccc2c(c1)OCCO2)N/N=C/c1ccc(O)cc1O
- Dengue virus CPE: i

molecule: CCOC(=O)C1CCN(C(=O)/C=C/c2cc(OC)c(OC)c(OC)c2)CC1
- Dengue virus CPE: 0.1

# Back to the main list, starting six compounds before the break.
SMILES,Dengue virus CPE
COC(=O)N/N=C/c1ccccc1OCc1ccccc1,0.8
O=C(CNC(=O)c1ccc2c(c1)OCCO2)N/N=C/c1ccc(O)cc1O,i
CCOC(=O)C1CCN(C(=O)/C=C/c2cc(OC)c(OC)c(OC)c2)CC1,0.1
N#CC(C#N)=Cc1cc2ccccc2nc1N1CCOCC1,1.3
CCCCC(CC)C(=O)Nc1ccc(Nc2ccccc2)cc1 (stereo not drawn),i
O=C(O)c1cc(-c2ccccc2)nn1CC1CC(c2cccnc2)=NO1 (stereo not drawn),i
O=C(OC1Cn2c(=O)ccc(=O)n2C1)c1ccccc1,0.3
Cc1nc(SCc2ccc(O)c([N+](=O)[O-])c2)n[nH]1,3.3
COc1cc2c(cc1OC)CN(c1ccc([N+](=O)[O-])cc1C#N)CC2,0.4
O=C(CSc1ccc(Cl)cc1)Nc1ccccc1Oc1ccccc1,0.4
O=C(CC12CC3CC(CC(C3)C1)C2)NC(=S)N1CCCCC1,i
NC(=O)C1(N2CCCCC2)CCN(C(=S)Nc2ccccc2)CC1,0.1
COC(=O)c1ccc2nc(Nc3nc4ccc(F)cc4s3)sc2c1,1.6
COC(=O)/C(=C/c1ccc(OC)cc1)NC(=O)c1ccco1,i
O=C1NC(c2ccc(Br)cc2)=N/C1=C/c1ccco1,2.7
Cc1ccccc1CNC1CCCCC1,i
Cc1ccc(-c2c[n+](CC(=O)Nc3nc(-c4ccc(F)cc4)cs3)c3n2CCC3)cc1,i
Cc1ccc(C(=O)NN2C(=O)C3C4c5ccccc5C(c5ccccc54)C3C2=O)cc1 (stereo not drawn),1.9
O=C(O)C1=C[C@H](C2CC2)C[C@H](OCc2ccc(CO)cc2)O1,0.0
COc1ccccc1OCCn1cc(/C=C(\C#N)C(=O)NCc2cccs2)c2ccccc21,2.5
O=C(/C=C/c1ccco1)NCCCN1CCN(CCCNC(=O)/C=C/c2ccco2)CC1,i
COc1ccc(/C(C)=N/NC(=O)CCC(=O)Nc2ccc(Cl)cc2Cl)c(OC)c1,i
COc1ccc([C@@H]2[C@@H](C(=O)C(C)(C)C)N3N=Cc4ccccc4[C@@H]3C23C(=O)OC(C)(C)OC3=O)cc1OC,1.3
Cc1ccc(NC(=O)CN2C(=O)S/C(=C\C(=O)Nc3ccc(Cl)cc3)C2=O)cc1,0.8
Cc1cccc2sc(NC(=O)[C@@H]3CCCN3C(=O)c3cccs3)nc12,0.5
COc1ccc(C(=O)/C(C#N)=N/Nc2ccccc2[N+](=O)[O-])cc1,1.9
COc1ccc(OC)c(NC(=S)NCCCN2CCOCC2)c1,i
COC(=O)C1=C(C)N(Cc2ccco2)C(=O)N[C@@H]1c1cccc(C(F)(F)F)c1,1.6
CC1CCN(c2ccc(C(=O)NCc3ccco3)cc2[N+](=O)[O-])CC1,0.7
Cc1ccc(NN=Nc2nc3c([nH]2)c(=O)n(C)c(=O)n3C)cc1,i
COC(=O)N(NC(=O)C(O)(c1ccccc1)c1ccccc1)c1ccccc1,1.2
COc1ccc(-c2sc3cc4c(cc3c2C#Cc2cncn2C)OCO4)cc1,i
CCOc1ccc(-n2c(C)nc3cc(C(=O)NCc4ccc5c(c4)OCO5)ccc32)cc1,1.2
Cc1cccc2c1CC(C)(C)N/C2=C\C(N)=O,i
Cc1cccc(/C=C\c2nc3ccccc3c(=O)[nH]2)c1,1.5
CCn1c(COc2ccc(C)cc2)nnc1SCC(=O)NNC(=O)c1ccc(OC)cc1,1.4
O=C(N/N=C/c1ccc(F)cc1)c1c(O)c2ccccc2[nH]c1=O,2.6
CC(=O)Nc1cc(C(=O)N(C)Cc2ccco2)ccc1Sc1ccc(Cl)cc1,i
COc1ccc(-c2c(C#Cc3ccsc3)c3cc(-c4ccc(CN5CCOCC5)cc4)ccc3n2C)cc1,0.2
Clc1ccccc1CN1CCC(Cc2ccccc2)CC1,i
CC(/C=C/c1ccccc1)=N/NC(=O)c1cc([N+](=O)[O-])cc([N+](=O)[O-])c1,0.3
CCc1c(C(=O)NNC(=S)NCC2CCCO2)csc1C (stereo not drawn),i
CCCc1cc(C(=O)NNC(=S)Nc2cccc(C)c2)cs1,0.7
CCCCC1S/C(=N/N=C/c2ccco2)NC1=O (stereo not drawn),i
CSC(=N/N=C(\N)c1cnccn1)SC,i
Cc1cc(C)n(-c2ccc(C(=O)Nc3cccc(S(=O)(=O)N(C)C)c3)cc2)n1,i
C=CCn1c(C)cc(C(=O)COC(=O)[C@@H](NC(=O)c2ccccc2Cl)C(C)C)c1C,i
CN(c1ccccc1)c1ccc(/C=C(\C#N)c2nnc3n2CCCCC3)cc1[N+](=O)[O-],2.2
O=S(=O)(c1cnc(Cl)c(Cl)c1)N1CCCc2ccccc21,5.6
COc1cc(/C=C2/C(=O)NN(c3ccc(Cl)cc3)C2=O)ccc1OC(=O)c1ccco1,8.1*
CCc1ccc(C(=O)/C=C/NCc2ccc(F)cc2)cc1,0.1
COC(=O)c1cc2c(C)[nH]c(C)c2cc(C(=O)OC)c1=O,1.5
O=C(OCC1OC2OC3(CCCCC3)OC2C2OC3(CCCCC3)OC12)c1ccccc1 (stereo not drawn),1.6
COc1ccc(NC(=O)COC(=O)c2ccc(OCc3ccc(Cl)cc3Cl)c(OC)c2)c(OC)c1,4.1
Cc1cc(C)nc(N/N=C/C2=C(N3CCOCC3)C(=C/c3ccccc3)/CC2)n1,9.8*
O=C(NC1(C(F)(F)F)NC(=O)N(CCc2ccccc2)C1=O)C1CC1 (stereo not drawn),i
Cc1c(Cl)cccc1N1C(=O)CC(NNC(=O)c2cccnc2)C1=O (stereo not drawn),0.5
O=C(NC(=S)Nc1cccc(NC(=O)c2ccccc2)c1)c1cccc([N+](=O)[O-])c1,0.9
S=C(NCCN1CCOCC1)Nc1ccc(Cl)cc1,0.8
Cc1cccc(/C=N/NC(=O)c2ccc(Br)cc2)c1,0.2
O=C(N/N=C/c1cccnc1)/C(=C\c1cccs1)NC(=O)c1ccccc1,i
C[C@@]12C(=O)Nc3ccc(Br)cc3C(=O)N1[C@H]1c3cc(Cl)ccc3OC[C@@H]1[C@@H]2c1ccccc1,19*
Clc1cnc(N/N=C/c2ccco2)c(Cl)c1,i
CC1CN(CC(=O)Nc2ccccc2Sc2ccccc2)CC(C)O1 (stereo not drawn),0.1
O=CN1N=C(c2ccccc2)CC1c1ccccc1[N+](=O)[O-] (stereo not drawn),i
CC(=O)Nc1ccc(S(=O)(=O)NC(C)C(=O)OCC(=O)NC2CCCC2)cc1 (stereo not drawn),i
# Later entries
SMILES,Dengue virus CPE
Cc1cc(C)c(C)c(C(=O)C2OC(=O)C(C)(C)C(=O)C2(C)C)c1C (stereo not drawn),i
CC1CC(C)CN(CCOc2ccccc2-c2ccccc2)C1 (stereo not drawn),i
C/C(=N\NC(=O)Cn1nc(C)c([N+](=O)[O-])c1C)c1ccc(O)cc1,i
OC(CNC1CCCCC1)COCCOc1ccc(Br)cc1 (stereo not drawn),i
O=C(N/N=C/c1ccccc1)c1c(O)c2ccccc2[nH]c1=O,2.5
O=C(COC(=O)c1ccccc1C(=O)c1ccc(Cl)cc1)NCCc1ccccc1,5.6
C=CC(=O)Nc1cccc(Oc2ccnc(Nc3ccc(N4CCN(C)CC4)cc3)n2)c1,i
Cc1ccccc1NC(=S)Nc1ccc(Br)cc1,i
COC(=O)c1ccc(C(=O)OC)c(NC(=O)COC(=O)c2ccccc2OC)c1,i
CCC(C)[C@@H](CN(N=O)[C@@H](Cc1ccccc1)CN(C)N=O)N(CCc1ccccc1)N=O (stereo partly drawn),2.6
Cc1ccc(-n2c(SCC(N)=O)nc(O)cc2=O)cc1,1.4
Cc1ccc(C(C)C)c(OCCCN(C)Cc2ccccc2)c1,i
CCc1ccc(OCC(O)CN2CCC(CN3C(=O)c4cccc5cccc(c45)C3=O)CC2)cc1 (stereo not drawn),i
CCOc1cc(-c2sc(Nc3ccccc3)n[n+]2C)ccc1OC,0.6
CCNC(=S)N(Cc1cccs1)Cc1cc2cc(OCC)ccc2[nH]c1=O,0.2
CCOc1ccc(C(=O)OCCCN(C)C)cc1,i
Cc1ccc(C)c(N2CCN(C(=S)NC3CCCCC3)CC2)c1,i
CC(C)NC(=S)NC(=O)c1ccc(-c2ccccc2)cc1,0.8
CC1(C)Cc2c(sc3nnn(Cc4ccc(Cl)cc4)c(=O)c23)CO1,1.8
N#C/C(=C\c1cccs1)c1nc2ccccc2[nH]1,i
CC(=O)NS(=O)(=O)c1ccc(NC(=S)NC(=O)COc2ccccc2C)cc1,i
COc1ccc(/C=C/C(=O)Nc2cc(=O)n(C)c(=O)n2C)cc1,i
COC(=O)[C@H]1[C@H](CCc2ccccc2)NC(=O)N(Cc2ccccc2)[C@@H]1C,i
COc1ccc([C@@H]2[C@@H]3C(=O)N(C(C)(C)C)C(=O)[C@@H]3[C@]3(C)C(=O)N(c4cccc(Cl)c4)C(=O)N23)cc1,0.9

# Looked up by structure from the list above:
SMILES,Dengue virus CPE
Cc1ccc(C)c(N2CCN(C(=S)NC3CCCCC3)CC2)c1,i
CCOc1cc(-c2sc(Nc3ccccc3)n[n+]2C)ccc1OC,0.6
CC(=O)NS(=O)(=O)c1ccc(NC(=S)NC(=O)COc2ccccc2C)cc1,i
N#C/C(=C\c1cccs1)c1nc2ccccc2[nH]1,i

# Remaining list, next part.
SMILES,Dengue virus CPE
COc1cccc(/C=N/Nc2ncnc3c2ncn3Cc2ccccc2)c1O,i
c1ccc(CCc2cc3ccccc3[nH]2)cc1,i
COc1ccc([N+](=O)[O-])cc1NC(=O)c1ccc(C)o1,i
COc1cccc(NC(=S)NNC(=O)Cn2nc(C(F)F)cc2C(F)F)c1,i
CCOc1ccc(C(C)NC(=O)C2CCC2)cc1 (stereo not drawn),i
Cc1ccc2c(c1)C1CN(C)CCC1N2C(=O)c1ccccc1NS(=O)(=O)c1ccc(F)cc1C (stereo not drawn),i
COc1ccc(-c2cnnc(N/N=C/c3ccc(O)c(OC)c3)n2)cc1,0.6
Cc1c(-c2ccc(Br)cc2)nc2ccccn12,1.3
Cc1cc(C(=O)N/N=C2\CC(=O)CC(C)(C)C2)c(C)n1-c1ccc(F)cc1,i
C=CCN=C(C)C1=C(O)C(C)OC1=O (stereo not drawn),0.3
CN(C)/N=C/c1ccc(Sc2ccc([N+](=O)[O-])cc2[N+](=O)[O-])o1,2.3
Cc1c(N=Cc2cc(Br)cc(Br)c2O)cccc1C(=O)O,0.1
Cc1ccc(C(=O)NN2C(=O)C3C4c5ccccc5C(c5ccccc54)[C@@H]3C2=O)cc1 (stereo partly drawn),0.4

# Only part of the results is shown. The share of hits here may be higher or lower than overall.
